Compound activity: PubChem, National Center for Advancing Translational Sciences (NCATS)
Pin1 inhibitor: blocks the human prolyl isomerase Pin1. Q13526. Pin1 FP peptide displacement, HiFluor488, 10 min. Potency, µM (titrated, usually from 115 µM), for the others: at the highest dose activity, negative = inhibition, actives largely listed as inhibitors. 0.009% of 390,000 active. AID 504891; active = well fitted inhibition curve with a large enough effect in the polarisation, with a control signal flat, not every such curve was filed as active; inconclusive = small, poorly fitted or top-dose-only effect, or effect the other way, or a change in a side signal; inactive = no such curve, though single readings can be large or run the other way; the % refers to the polarisation; note: potency is the fitted concentration of half-maximal effect; % is set by controls: 0 for no effect and ±100 for the full control effect
GLS inhibitor: inhibitors of human glutaminase (GLS); GLS enzymatic activity, qHTS titration; Potency, µM (titrated, usually from 45.5 µM), without a hit: at the top dose activity change, negative = inhibition, actives largely listed as inhibitors; 0.21% of 410,000 active; AID 624170; note: potency is the fitted concentration of half-maximal effect; % is set by controls: 0 for no effect and ±100 for the full control effect
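Enzyme dispensed in phosphate buffer (45 mM, pH 8.2, 0.02% Tween-20), compounds pinned in, then 1 mM L-glutamine solution and the glutamate oxidase–HRP–Amplex Red mix added; fluorescence read immediately and again after 30 min at room temperature.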
HP1b chromo inh: HP1-beta chromodomain-methylated histone interaction inhibition; P83916; AlphaScreen HP1-beta / biotin-H3K9me3 peptide binding; Potency, µM (titrated, usually from 114 µM), for inactives: at the highest dose activity change, negative = inhibition, usual class: inhibitors; 0.56% of 390,000 active; note: potency is the fitted concentration of half-maximal effect; nearly all actives have a fitted effect of over 70% in size; inactives centre near 23
Target sequence (P83916 whole entry, looked up): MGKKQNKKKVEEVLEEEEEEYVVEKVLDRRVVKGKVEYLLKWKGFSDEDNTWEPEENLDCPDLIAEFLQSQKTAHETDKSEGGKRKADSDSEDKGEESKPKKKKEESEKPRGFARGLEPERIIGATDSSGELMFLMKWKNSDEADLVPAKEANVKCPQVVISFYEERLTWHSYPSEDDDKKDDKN
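HP1-beta protein (50 nM final) preincubated 30 min at room temperature with biotinylated H3(1-18)K9me3 peptide (50 nM) in PBS pH 7.4, 0.01% Tween-20, then compound added for 30 min. AlphaScreen streptavidin donor/nickel chelate acceptor beads (10 ug/mL final), 30 min dark, luminescence read.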
TrxR1 substrate: rat thioredoxin reductase 1 substrate activity; 0.01% of 390,000 active; O89049; Potency, µM (titrated, usually from 114 µM), for inactives: at the highest dose activity change, negative = substrate turnover; purified TrxR1 substrate turnover, NADPH consumption readout; AID 588456; note: potency is the fitted concentration of half-maximal effect; % is set by controls: 0 for no effect and ±100 for the full control effect; nearly all actives have a fitted effect of over 50% in size
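Rat TrxR1, dispensed at 90 nM, was prereduced with 400 uM NADPH (final) for 5 min at ~22 deg C, then incubated with compound 15 min before 400 uM selenite. A first-read NADPH fluorescence drop versus no-compound background flagged substrates.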
PGK inhibitor: inhibitors of T. brucei phosphoglycerate kinase | P07378 | PGK/GAPDH coupled, Kinase-Glo luminescence, 60 min | Potency, µM (doses to about 57.5 µM), for inactives: top-dose activity change, negative = inhibition, most hits filed as inhibitors | 0.043% of 380,000 active; note: potency is the fitted concentration of half-maximal effect; % is set by controls: 0 for no effect and ±100 for the full control effect; nearly all actives have a fitted effect of over 60% in size
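Recombinant glycosomal PGK reaction used 1,3-bisphosphoglycerate generated in-well by GAPDH (100nM final) in 100mM TEA pH 7.6, 5mM MgCl2, 0.01% Tween-20. After 60 minutes at room temperature, ATP was read by Kinase-Glo Plus luminescence end-point.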
USP1 inh: USP1/UAF1 (human) deubiquitinase inhibition. O94782. recombinant USP1/UAF1, Ub-Rhodamine cleavage fluorescence. Potency, µM (series often up to 57.1 µM), without a hit: top-dose activity change, negative = inhibition, hits mostly inhibitors. 0.23% of 390,000 active. AID 743255; note: potency is the fitted concentration of half-maximal effect; % is set by controls: 0 for no effect and ±100 for the full control effect; nearly all actives have a fitted effect of over 60% in size; inactives centre near -12
Target sequence (O94782 whole entry, looked up): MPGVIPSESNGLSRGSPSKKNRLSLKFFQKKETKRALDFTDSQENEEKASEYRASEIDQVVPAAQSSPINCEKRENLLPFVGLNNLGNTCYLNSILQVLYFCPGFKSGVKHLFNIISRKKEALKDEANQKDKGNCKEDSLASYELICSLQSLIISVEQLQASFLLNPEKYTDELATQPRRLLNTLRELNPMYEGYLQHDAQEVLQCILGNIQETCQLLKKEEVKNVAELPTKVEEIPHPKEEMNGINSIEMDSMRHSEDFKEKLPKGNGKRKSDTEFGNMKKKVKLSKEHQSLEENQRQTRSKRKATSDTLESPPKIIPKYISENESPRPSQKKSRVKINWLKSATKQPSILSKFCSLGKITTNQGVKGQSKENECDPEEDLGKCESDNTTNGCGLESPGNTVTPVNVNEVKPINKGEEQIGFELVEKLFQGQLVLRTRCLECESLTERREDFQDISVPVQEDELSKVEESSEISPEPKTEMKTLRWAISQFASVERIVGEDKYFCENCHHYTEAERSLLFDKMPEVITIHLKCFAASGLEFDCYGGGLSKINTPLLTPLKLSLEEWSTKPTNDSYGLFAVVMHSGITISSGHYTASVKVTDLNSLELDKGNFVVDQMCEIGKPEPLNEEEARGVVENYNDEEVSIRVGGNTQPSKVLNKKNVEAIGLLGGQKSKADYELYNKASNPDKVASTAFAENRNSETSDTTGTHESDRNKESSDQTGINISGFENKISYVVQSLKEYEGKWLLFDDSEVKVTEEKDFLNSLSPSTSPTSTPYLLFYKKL
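USP1/UAF1 complex (1 nM) preincubated 15 min at room temperature with compound, then Ub-Rho substrate (150 nM final) added. Kinetic fluorescence at 480/540 nm over 6 reads at 60 s intervals; 50 mM HEPES pH 7.8, 0.5 mM EDTA, 0.1 mg/ml BSA, 1 mM TCEP, 0.01% Tween-20.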
mIDH1 inhibitor: blocks human mutant IDH1 R132H enzyme; AID 602179; Potency, µM (highest dose often 76.6 µM), without a hit: at the highest dose activity change, negative = inhibition, usual class: inhibitors; 0.093% of 390,000 active; IDH1-R132H enzyme, NADPH consumption, diaphorase/resazurin fluorescence; O75874; note: potency is the fitted concentration of half-maximal effect; % is set by controls: 0 for no effect and ±100 for the full control effect; nearly all actives have a fitted effect of over 65% in size
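IDH1-R132H (0.5 ug/mL dispensed) in pH 7.5 Tris buffer was preincubated 30 min with compound, then given a substrate mix of 0.016 mM NADPH and 2 mM alpha-KG for 80 min at room temperature; remaining NADPH was read by diaphorase/resazurin fluorescence.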
rTrxR1 inhibitor: blocks rat thioredoxin reductase 1. recombinant rTrxR1, NADPH fluorescence consumption, selenite substrate. 1% of 390,000 active. Potency, µM (top dose mostly 114 µM), inactives show at the highest dose activity change, negative = inhibition, usual class: inhibitors; note: potency is the fitted concentration of half-maximal effect; % is set by controls: 0 for no effect and ±100 for the full control effect; nearly all actives have a fitted effect of over 65% in size
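Rat TrxR1 (90 nM in the dispensed reagent) was pre-reduced with 400 uM NADPH for 5 min at room temperature, then incubated with compound for 15 min. After 400 uM selenite was added, NADPH fluorescence (Ex 340/Em 450 nm) was followed for 8 min.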
PI4K2A inh: PI4K2A (human) kinase inhibition; purified PI4K2A, ADP-Glo luminescence, 1 h; active compounds read low; activity change, negative = inhibition, % at 76.9 µM; 0.13% of 420,000 active; AID 1346378; in the data active = activity change below about -50%; inconclusive = mostly about -30% to -49%;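 note: -100% = wells without enzyme as full effect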
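In this quantitative HTS, ADP production by PI4K2A was quantified luminescently after 1 h at ambient temperature; 100 microM adenosine served as plate-quality control.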
Starred values were filed as active, the others as inactive; i = inactive; ? = inconclusive; nt = no result given; [ ] = dose if it differs, or a comment. Unless noted, calls come from the whole dose curve; as a rule, active = well fitted curve in the direction sought with a large enough effect; inconclusive = small, poorly fitted or top-dose-only effect, or another doubt; inactive = no such curve, though single readings can be large; an effect the other way counts as inactive or inconclusive. Not all compounds are listed, so the mix of outcomes need not match the whole.

SMILES	Pin1 inhibitor	GLS inhibitor	HP1b chromo inh	TrxR1 substrate	PGK inhibitor	USP1 inh	mIDH1 inhibitor	rTrxR1 inhibitor	PI4K2A inh
CCOc1ccc(S(=O)(=O)NC(C)(C)C)cc1-c1nc2c(C(C)(C)C)nn(C)c2c(=O)[nH]1	6%	0%	-2%	-9%	-9%[11.5 µM]	-17%	-15%	3%	1
O=C(Nc1ccccc1)c1ccccc1OS(=O)(=O)c1ccccc1	-3%	3%	20%	-7%	8%	-3%	11%	-2%[57.1 µM]	3
COC(=O)c1nnn(-c2nonc2N)c1CN1CCCC1	-1%	-2%	27%	0%	1%	-13%	-2%	12%	7
COc1ccc(N2C(=O)CC(NCc3ccncc3)C2=O)cc1 (centres undefined)	3%	6%	37%	13%	-5%	-5%	-3%	?	-6
COc1cc(NS(=O)(=O)c2cc(Br)cc3c2N(C(=O)C2CC2)CC3)cc(OC)c1	11%	3%	48%[activator]	6%[57.1 µM]	i	-11%	14%	15%[57.1 µM]	-5
O=C(/C=C/c1cccs1)N1CCN(Cc2ccc3c(c2)OCO3)CC1	2%	9%	4%	-12%	-6%	4%	4%	-14%	-4
CC[C@H](C)C(N)c1cn([C@@H](CC(N)=O)C(=O)N2CCNCC2)nn1 (some centres undefined)	-6%	1%	27%	10%[57.1 µM]	-1%	-7%	0%	-1%[57.1 µM]	-4
O=C(COC(=O)/C=C/c1ccccc1Cl)NCCNC(=O)COC(=O)/C=C/c1ccccc1Cl	2%	-9%	18%	-4%	-2%	-18%	7%	2%	-8
Cc1cccc(C)c1Nc1n[nH]c(=S)s1	nt	-19%	nt	nt	7%	-16%	1%	nt	-3
O=C1C=CC2(O[C@H](c3ccccc3)[C@@H](c3ccccc3)O2)[C@H](Sc2ccccc2O)C1	56%[activator]	-2%	?	-7%	-11%	-21%	5%	?	?
CCS(=O)(=O)N1Cc2ccccc2CC1C(=O)Nc1cccc(S(=O)(=O)N(C)C)c1 (centres undefined)	-1%	14%	17%	1%	1%	-15%	-3%	19%	-4
Cc1cc(N2CCN(C3CCCCC3)CC2)nc2cccc(O)c12	-4%	4%	-5%	-1%	-13%	-9%	-3%	-10%	-3
Cc1cc(C)n(CC(=O)O)n1	-6%	-10%	16%	14%	i	-8%	3%	24%	3
COC(=O)[C@H](CCSC)NC(=O)c1cc2c(cn1)[nH]c1ccccc12	5%	-5%	?	11%	4%	-24%	0%	-9%	-12
Cc1cccc(NC(=O)CSCC(=O)N2CCCc3ccccc32)c1	4%	13%	8%	-4%	5%	-7%	3%	-6%	3
FC(F)(F)c1cnc(Sc2nc3nccc(-c4ccc(Cl)cc4)n3n2)c(Cl)c1	-1%	-3%	42%	67%[activator]	-7%	-9%	3%	3%	1
Cc1cccc(C(=O)O/N=C2\CCCc3ccccc32)c1	-4%	-6%	104%[activator]	-3%	-9%	-19%	2%	-1%	-4
CN(C)c1nc(N(C)C)nc(N(C#N)CCOc2ccccc2)n1	3%	2%	67%[activator]	-8%	-10%	-14%	2%	4%	7
O=C(NCc1ccccc1)c1cc(=O)[nH]c2ccccc12	-1%	25%	-5%	18%	-5%	-8%	11%	18%	-13
CN(CCCNC(=O)CSc1cc(=O)n(C)c2cc(Cl)ccc12)Cc1ccccc1	1%	-1%	22%	-1%	6%	-20%	0%	-12%	8
CN(c1ccccc1)S(=O)(=O)c1ccc(NC(=O)C2CCCCC2C(=O)O)cc1 (centres undefined)	4%	-1%	-7%	14%[57.1 µM]	0%	-8%	5%	35%[57.1 µM]	-3
Cc1c(N(C)C(=O)C2CCCN2S(=O)(=O)c2ccccc2)c(=O)n(-c2ccccc2)n1C (centres undefined)	3%	-6%	35%	2%	nt	-9%	2%	13%	-1
COC(=O)c1ccc(NC(=O)C2C3C=CC(C3)C2C(=O)O)cc1 (centres undefined)	-4%	4%	21%	6%	-1%	-6%	22%	26%	0
Cc1cc(NC(=O)/C=C/c2ccc(Br)cc2)no1	30%	0%	35%	5%	-7%	-11%	0%	7%	0
CCc1ccc(NC2=NCC(=O)N2Cc2ccc3c(c2)OCO3)cc1	-4%	17%	38%	-12%	i	-15%	7%	-3%	-1

An excerpt from above in order of the rTrxR1 inhibitor value, lowest first.
SMILES	Pin1 inhibitor	GLS inhibitor	HP1b chromo inh	TrxR1 substrate	PGK inhibitor	USP1 inh	mIDH1 inhibitor	rTrxR1 inhibitor	PI4K2A inh
Cc1c(N(C)C(=O)C2CCCN2S(=O)(=O)c2ccccc2)c(=O)n(-c2ccccc2)n1C (centres undefined)	3%	-6%	35%	2%	nt	-9%	2%	13%	-1
Cc1cc(C)n(CC(=O)O)n1	-6%	-10%	16%	14%	i	-8%	3%	24%	3
COC(=O)c1ccc(NC(=O)C2C3C=CC(C3)C2C(=O)O)cc1 (centres undefined)	-4%	4%	21%	6%	-1%	-6%	22%	26%	0

(further entries)
SMILES	Pin1 inhibitor	GLS inhibitor	HP1b chromo inh	TrxR1 substrate	PGK inhibitor	USP1 inh	mIDH1 inhibitor	rTrxR1 inhibitor	PI4K2A inh
Cc1cc(NC(=O)c2ccco2)c(=O)n(Cc2cccc(C(F)(F)F)c2)c1	1%	-13%	6%	2%	4%	-24%	-2%	10%	-2
CSCCC(NC(=O)c1ccccc1Br)C(=O)NCCCn1nc(C)cc1C (centres undefined)	8%	0%	25%	4%[57.1 µM]	1%	-21%	-20%	10%[57.1 µM]	2
Cc1ccc(N2CC(C(=O)Nc3ccncc3)CC2=O)cc1 (centres undefined)	7%	10%	17%	10%	nt	-18%	0%	16%	-5
NC(=O)C1CC(=O)N(c2ccc(OCc3ccc(F)cc3)cc2)C1 (centres undefined)	-5%	-15%	45%[activator]	0%	-9%	-7%	4%	24%	-6
Cc1ccc(-c2cn3nc(N4CCCC(C(=O)NCc5ccc(F)cc5)C4)sc3n2)cc1 (centres undefined)	15%	8%	40%[activator]	-9%	-5%	-8%	17%	9%	-1
COC(=O)CSc1nc(N)c(C#N)c(C(C)C)c1C#N	1%	-5%	60%	-10%	i	-9%	9%	-9%	2
OCCNc1nc(Nc2ccc(O)cc2)nc2ccccc12	-1%	20%	-7%	6%	-8%	-21%	2%	25%	-10
COc1ccc(Cc2nc(-c3ccc(Cl)cc3)no2)cc1	1%	0%	314%[activator]	6%[57.1 µM]	-7%	-7%	5%	20%[57.1 µM]	2
Cc1nc2nncn2c(Nc2ccc(F)cc2)c1C	-2%	2%	15%	-5%	i	-14%	8%	-2%	-1
Cc1ccc(-c2cnn(-c3ccccc3)c2N)cc1	2%	1%	21%	-16%	?	0%	-13%	?	-76*
Cc1ccc(O)c(-c2cc(C(F)(F)F)[nH]n2)c1	?	5%	18%	6%[57.1 µM]	2%	-4%	7%	-6%	-11
O=C(NCCN1CCOCC1)c1cc(-c2ccc(Cl)c(Cl)c2)on1	0%	-9%	-14%	5%	-11%	?	-4%	24%	3
Nc1ccc(-n2nnnc2CN2CCOCC2)cc1	-8%	8%	10%	-3%	-3%	-10%	3%	-4%	-3
CC(=O)Nc1ccc(S(=O)(=O)CCC(=O)O)cc1	-10%	2%	23%	-4%	-11%	5%	-1%	-15%	-2
CC(Sc1nc(-c2ccccc2)cc(C(F)(F)F)n1)C(=O)Nc1sc2c(c1C(N)=O)CCC2 (centres undefined)	0%	7%	44%[activator]	-1%	0%	-14%	-1%	2%	8
COc1ccccc1-n1cn[nH]c1=S	2%	?	6%	1%	i	-8%	4%	-10%	0
COCCCNc1ncnc2c1c(-c1ccccc1)cn2-c1ccc(C)c(Cl)c1	1%	5%	57%[activator]	1%[57.1 µM]	i	-4%	-19%	4%[57.1 µM]	-9
Cc1cccn2c(=O)nc(SCC(=O)c3ccccc3)nc12	-8%	8%	19%	-2%	8%	-7%	-2%	0%	12
S=C(Nc1cccc(Cl)c1)Nc1ccc2cn[nH]c2c1	-2%	16%	-2%	-4%	0%	-20%	2%	?	0
CC(NNC(=S)N1CCN(c2ccccn2)CC1)c1nccc2ccccc12 (centres undefined)	3%	14%	25µM*	13%[57.1 µM]	-10%	-21%	1%	11%[11.4 µM]	23

One compound at a time (already shown). Values in the order: Pin1 inhibitor	GLS inhibitor	HP1b chromo inh	TrxR1 substrate	PGK inhibitor	USP1 inh	mIDH1 inhibitor	rTrxR1 inhibitor	PI4K2A inh
Cc1ccc(O)c(-c2cc(C(F)(F)F)[nH]n2)c1 across the screens: ?	5%	18%	6%[57.1 µM]	2%	-4%	7%	-6%	-11
O=C(NCCN1CCOCC1)c1cc(-c2ccc(Cl)c(Cl)c2)on1 across the screens: 0%	-9%	-14%	5%	-11%	?	-4%	24%	3
Cc1nc2nncn2c(Nc2ccc(F)cc2)c1C across the screens: -2%	2%	15%	-5%	i	-14%	8%	-2%	-1
COc1ccc(Cc2nc(-c3ccc(Cl)cc3)no2)cc1 across the screens: 1%	0%	314%[activator]	6%[57.1 µM]	-7%	-7%	5%	20%[57.1 µM]	2
